Screening data deposited in PubChem by several laboratories.
AddAB inh = growth inhibition of E. coli expressing H. pylori AddAB, primary screen, AddAB inhibitor project, absorbance. inhibition, % at 11.9 µM. actives 0.29% (n = 330,000). AID 435030, 2010; in the data active = inhibition above about 12%;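 also: 0% = vehicle wells of infected cells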
CAL PDZ FP = CAL PDZ peptide-binding inhibitors, primary screen, biochemical, fluorescence polarization, Cer-tagged CAL PDZ, HTS; purified CAL PDZ, TMR-peptide fluorescence polarization, 1 h; inhibition, % at 20 µM; actives 0.02% (n = 330,000);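 active = highest replicate inhibition of at least 40%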;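 also: plate controls were DMSO neutral control wells for no effect and unlabeled competitor peptide control wells for full effect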
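Material: tagged CAL PDZ domain; buffer or medium: 25 mM sodium phosphate pH 7.4, 150 mM NaCl, TCEP, IgG, Thesit; compound dosing: single point, 20 µM; schedule: 1 h incubation at room temperature before polarization reading; measured by: FP readout, S and P plane fluorescence; read-out basis: percent inhibition from loss of millipolarization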
phage Ecoli inh = growth loss of phage-infected E. coli, primary screen, RecBCD inhibitor project, absorbance, with phage, HTS. AID 651602, 2012. inhibition, % at 11.9 µM. actives 0.26% (n = 360,000); in the data active = inhibition above about 11%
PfHsp90 set2 = growth inhibition of PfHsp90-expressing yeast, primary screen, antimalarial PfHsp90 inhibitor project, S. cerevisiae, BacTiter-Glo luminescence, single point, set 2; inhibition, % at 9.4 µM; AID 504621, 2011; BacTiter-Glo ATP, 48 h; yeast lacking PDR1 and PDR3 efflux regulators; actives 0.32% (n = 310,000);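 active = every replicate shows inhibition above about 80%, whatever the replicate mean, limit read from the data; inconclusive = mean inhibition reaches the set limit but some replicate falls short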;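 also: 0% = DMSO neutral controls and 100% = 20 µM radicicol positive controls; yeast relying on Plasmodium falciparum Hsp90 in place of its own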
Tat transport = E. coli Tat export inhibitors, primary screen, MC4100, TorA-mCherry reporter, fluorescence, single point; inhibition, % at 10 µM; actives 0.036% (n = 340,000); AID 488895, 2010;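 active = mean replicate inhibition at least 50% and at least half of replicates individually reaching 50%; inconclusive = only one of the two criteria met; inactive = neither criterion met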;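 also: exported cargo escapes ClpAP degradation while cytoplasmic cargo is degraded and loses fluorescence; 0% = median of neutral control wells and 100% = median of NaSCN control wells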
E coli growth = E. coli V3065 growth inhibition, primary screen, counter-screen for AddAB inhibitor project, absorbance, OD600. 18 h. inhibition, % at 11.9 µM. actives 0.27% (n = 330,000). AID 449728, 2010;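 active = inhibition above the campaign's mean inhibition across all tested compounds plus 3 SD, cut at about 9.9% in these data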;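 also: uninfected addAB+ strain grown without phage in ampicillin broth; 0% = DMSO wells and 100% = ciprofloxacin 0.95 µg/ml wells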
Wnt act = Wnt/beta-catenin pathway activators, primary screen, cell-based, plate reader, single point. Wnt/beta-catenin reporter cell assay, activator. activation, % at 9.35 µM. actives 1.2% (n = 300,000); in the data active = activation above about 30%, passing the limit was not always enough; inconclusive = no clear call, values can overlap the other calls;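 also: 0% = neutral control wells and 100% = positive control wells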
Rtt109 Vps75 = inhibitors of C. albicans Rtt109/Vps75 HAT, primary screen, biochemical, ThioGlo CoA-SH fluorescence, plate reader. inhibition, % at 34.9 µM. actives 0.16% (n = 330,000). purified Rtt109/Vps75, 4 h. AID 540336, 2011;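 active = inhibition of at least 50% in every replicate; inconclusive = best replicate reaches 50% inhibition but some replicates fall short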
Target sequence (Q5AAJ8 whole entry, looked up): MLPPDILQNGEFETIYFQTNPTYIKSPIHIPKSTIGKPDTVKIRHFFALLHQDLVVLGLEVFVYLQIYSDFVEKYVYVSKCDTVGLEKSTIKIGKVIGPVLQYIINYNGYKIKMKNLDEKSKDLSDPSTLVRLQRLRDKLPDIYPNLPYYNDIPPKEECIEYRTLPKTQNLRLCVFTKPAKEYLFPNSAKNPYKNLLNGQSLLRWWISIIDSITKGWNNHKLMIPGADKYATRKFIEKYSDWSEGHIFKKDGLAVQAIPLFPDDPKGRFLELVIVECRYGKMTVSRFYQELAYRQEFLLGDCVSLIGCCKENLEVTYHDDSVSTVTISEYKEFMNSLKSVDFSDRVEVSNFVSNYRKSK
DAGLB inh = DAGLB lipase inhibitors, primary screen, biochemical, fluorescence, HTS; HEK293T DAGLB membrane lysate, EnzChek fluorogenic substrate; inhibition, % at 5.17 µM; actives 0.059% (n = 340,000); in the data active = inhibition above about 34%;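 also: 0% = enzyme with vehicle and 100% = wells lacking enzyme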
Target sequence (Q8NCG7 whole entry, looked up): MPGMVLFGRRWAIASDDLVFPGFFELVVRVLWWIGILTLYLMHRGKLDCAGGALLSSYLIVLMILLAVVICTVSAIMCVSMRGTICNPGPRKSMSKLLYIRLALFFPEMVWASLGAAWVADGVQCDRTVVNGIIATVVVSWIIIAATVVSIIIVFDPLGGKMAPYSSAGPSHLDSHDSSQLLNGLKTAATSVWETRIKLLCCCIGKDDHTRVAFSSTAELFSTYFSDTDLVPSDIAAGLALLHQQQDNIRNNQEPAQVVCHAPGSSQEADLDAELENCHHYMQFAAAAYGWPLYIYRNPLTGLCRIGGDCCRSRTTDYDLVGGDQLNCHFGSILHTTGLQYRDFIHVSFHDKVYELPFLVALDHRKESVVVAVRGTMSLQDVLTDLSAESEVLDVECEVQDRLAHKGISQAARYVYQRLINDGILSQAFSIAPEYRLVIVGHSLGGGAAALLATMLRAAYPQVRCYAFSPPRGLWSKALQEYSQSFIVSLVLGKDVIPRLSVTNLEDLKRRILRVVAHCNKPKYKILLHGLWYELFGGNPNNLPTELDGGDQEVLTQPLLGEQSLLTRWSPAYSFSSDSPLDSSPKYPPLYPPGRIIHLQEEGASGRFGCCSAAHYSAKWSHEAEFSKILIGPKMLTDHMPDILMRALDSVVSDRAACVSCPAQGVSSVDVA
PvdQ acylase = P. aeruginosa PvdQ acylase inhibitors, primary screen, biochemical, fluorescence, plate reader and imaging, single point | purified PvdQ acylase | inhibition, % at 10 µM | PvdQ acylase [Pseudomonas aeruginosa LESB58] | actives 0.063% (n = 340,000) | AID 488965, 2010; in the data active = inhibition above about 30%, passing the limit was not always enough; inconclusive = no clear call, values can overlap the other calls;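 also: 0% = vehicle neutral wells and 100% = reference inhibitor wells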
* = called active by the depositor; ? = inconclusive; / = no result given.

SMILES	AddAB inh	CAL PDZ FP	phage Ecoli inh	PfHsp90 set2	Tat transport	E coli growth	Wnt act	Rtt109 Vps75	DAGLB inh	PvdQ acylase
COc1ccc(NC(=O)CCC(=O)N2CCCC2)c([N+](=O)[O-])c1	-2.5	1.5	0.2	6	-2	1.2	-2	4	0	-3
Cc1nc(N)nc(N)c1-c1ccc(Cl)c(Cl)c1	/	-2.1	-0.9	-34	-4	/	-4	4	1	-12
O=C(c1cccs1)N1CCN(C2CCN(Cc3ccccc3)CC2)CC1	0.7	-1.5	0.7	12	-4	1.8	-1	-5	3	4
O=C(Cc1ccccc1)O/N=C1\CCCc2ccccc21	-0.5	-2.6	-1.1	-5	-3	-2.0	6	?	-2	12
COc1ccc(NC(=S)N2CCN(Cc3ccccc3)CC2)cc1	0.1	-1.3	0.8	13	-6	0.9	-1	0	0	-11
Cc1noc(C)c1NC(=O)N(C)C[C@H]1Oc2ccc(NS(=O)(=O)c3cccs3)cc2C(=O)N([C@H](C)CO)C[C@@H]1C	-0.8	-0.2	3.3	0	1	-1.1	-2	2	-3	-6
CCN(C(=O)COC(=O)CCOc1cc(C)ccc1C)c1c(N)n(Cc2ccccc2)c(=O)[nH]c1=O	/	-1.3	1.4	-10	-16	/	9	-4	-2	-21
CCOc1cccc(=O)c2c(C)n(CC(=O)c3ccccc3)c(C)c12	1.9	0.2	3.8	/	1	-1.5	-8	2	3	-6
COC(=O)c1nn2c(C(F)(F)F)cc(-c3ccc(Br)o3)nc2c1Br	0.6	-0.7	1.8	9	-3	-1.6	/	0	1	-14
Cn1nc(-c2ccc(NCCO)c([N+](=O)[O-])c2)c2ccccc2c1=O	2.0	-1.3	3.6	-2	-5	-0.8	0	?	4	9
O=C(CN1C(=O)C2CC=CCC2C1=O)NCC(=O)Nc1ccc(F)c(F)c1 (stereo unspecified)	0.3	-0.4	-0.2	14	-1	-1.6	0	-4	-2	-7
CCN(Cc1nc(-c2cccc(Cl)c2)no1)CC1CCCO1 (stereo unspecified)	-1.2	-0.8	2.6	-11	-5	-0.2	1	-5	-4	-3
Cc1cccc(NC(=O)CSc2ccc(-c3cccs3)nn2)c1C	4.3	-1.5	1.3	-120	-4	-0.2	4	-1	-3	-25
O=C(COc1ccccc1)Nc1nnc(C23CC4CC(CC(C4)C2)C3)s1	-3.1	0.1	1.5	-7	-4	-1.1	24	7	0	1
COc1ccccc1N1CCN(/N=C/c2ccccc2C(=O)O)CC1	1.7	0.0	0.8	-8	2	2.8	2	-3	-3	-19
COc1ccc(NC(=S)Nc2ccccn2)c(OC)c1	-1.0	0.2	0.3	-6	-5	2.8	55*	5	0	9
COC(CNC(=O)CN1CCN(Cc2ccccc2F)C1=O)OC	2.2	-1.7	0.8	3	-9	-0.9	0	16	-3	7
CCCC(C(=O)NC(C)(C)CC)N(Cc1ccco1)C(=O)CNS(=O)(=O)c1ccccc1 (stereo unspecified)	2.2	-1.2	0.4	-68	-4	0.3	-3	32	-1	0
COc1ccc(NC(=O)N(CCCN2CCOCC2)Cc2cccnc2)c(OC)c1	0.2	0.5	0.9	-21	6	1.1	0	2	1	-26
O=S(=O)(Nc1ccc2c(c1)OCO2)c1cccc(Br)c1	1.3	0.1	2.7	-19	8	1.2	2	4	-2	-9
O=C(COC(=O)c1nc(Cl)ccc1Cl)Nc1ccc2[nH]c(=O)[nH]c2c1	2.0	-0.3	2.0	-37	-4	0.3	-2	1	-2	-10
CN(C)C(CNC(=O)c1ccc(S(=O)(=O)Nc2ccccc2)cc1)c1ccco1 (stereo unspecified)	0.5	-0.3	3.4	2	4	-0.6	-3	5	1	-1
COC(=O)c1ccccc1NC(=O)CSc1n[nH]c(-c2ccco2)n1	5.4	-3.7	1.0	-13	-4	2.3	-2	0	-1	-10
C=C(c1ccccc1O)n1ccnc1	1.6	/	1.8	9	-4	1.3	-1	1	-3	0
COCCNC(=O)CSc1nnc(-c2ccccc2)c(-c2ccccc2)n1	-0.9	0.0	4.4	5	-3	1.4	-1	14	2	9

Looked up by compound from above:
SMILES	AddAB inh	CAL PDZ FP	phage Ecoli inh	PfHsp90 set2	Tat transport	E coli growth	Wnt act	Rtt109 Vps75	DAGLB inh	PvdQ acylase
CCOc1cccc(=O)c2c(C)n(CC(=O)c3ccccc3)c(C)c12	1.9	0.2	3.8	/	1	-1.5	-8	2	3	-6
CCN(C(=O)COC(=O)CCOc1cc(C)ccc1C)c1c(N)n(Cc2ccccc2)c(=O)[nH]c1=O	/	-1.3	1.4	-10	-16	/	9	-4	-2	-21

Remaining list, next part.
SMILES	AddAB inh	CAL PDZ FP	phage Ecoli inh	PfHsp90 set2	Tat transport	E coli growth	Wnt act	Rtt109 Vps75	DAGLB inh	PvdQ acylase
Cc1cc(C)c(-c2csc(NC(=O)/C=C/c3cccs3)n2)c(C)c1	2.7	-0.9	3.3	-10	12	3.0	11	-4	-7	21
COC(=O)c1c(NC(=O)CCS(=O)(=O)c2ccccc2)sc2c1CCN(C)C2	0.1	-0.6	0.4	-18	-1	-1.2	1	0	-2	-12
Cc1cc(C)cc(N(CC(=O)NC(C)(C)C)C(=O)CCC(=O)Nc2nccs2)c1	1.5	1.2	1.1	-6	4	-0.6	-1	-2	3	0
Brc1ccc(-c2csc3ncnc(-n4nnc5ccccc54)c23)cc1	5.6	-1.7	1.7	-11	13	1.9	-5	-2	-6	4
COC(=O)C(C(=O)Nc1ccccc1C)C1CCCCCC1 (stereo unspecified)	0.3	-0.6	2.6	19	-2	0.0	0	1	/	-14
COc1ccc(NC(=O)CCCCn2c(=O)[nH]c3ccccc3c2=O)cc1	0.0	-1.0	3.1	5	4	0.1	-4	-3	1	-3
NC(=NCCc1ccccc1)NC(=O)c1cc(Cl)ccc1O	2.3	0.3	2.1	-21	4	-0.3	4	17	-1	1
COc1ccccc1CNC(=O)COC(=O)CSc1ccc(C)c(C)c1	/	-2.9	1.2	/	2	/	0	-11	-1	-7
O=C(O)c1ccccc1Nc1ccc2nonc2c1[N+](=O)[O-]	/	-0.9	1.4	-7	-4	/	1	-5	2	-21
CN(CC(=O)Nc1ccc(Cl)cc1)C(=O)CNC(=O)c1ccc2c(c1)OCO2	-0.3	-2.2	-0.9	-4	-6	-0.5	-1	-3	2	-22
Cc1nc(NCCc2ccccc2F)c(C#N)c(C)c1[N+](=O)[O-]	1.2	0.2	0.1	-1	-2	-0.2	/	-18	-18	-5
Cc1cc(NC(=O)CSc2nc3c(cnn3-c3cccc(Cl)c3)c(=O)[nH]2)no1	-2.7	-0.6	-0.5	-35	-1	-2.4	1	-3	5	-11
CC(O)(C#CCN1CCCC1)c1ccccc1 (stereo unspecified)	0.9	0.3	1.7	-18	0	-1.2	/	-4	2	-10
CC(C)(C)c1csc(NC(=O)c2ccc(Br)o2)n1	0.2	-4.4	3.1	-30	1	3.1	-1	-2	-8	-17
N#Cc1ccc(-c2ccc(OCC(O)CN3CCCCC3)cc2)cc1 (stereo unspecified)	0.9	-1.8	3.6	-6	-3	-0.7	0	-1	1	-7
Cc1ccc(C(=O)Nc2ccc(N3CCN(C(=O)c4ccco4)CC3)cc2)c(Cl)c1	3.5	-1.5	-1.6	0	2	-3.3	-5	17	-1	-2
COc1cc(C(=O)Oc2ccc(/C=N/NC(=O)c3ccncc3)cc2)cc(OC)c1OC	-1.0	-3.3	-0.3	8	-4	2.2	0	-7	-2	-7
CC[C@]1(C(=O)OC)[C@H]2C(=O)N(C)C(=O)[C@H]2[C@H]2CN(C)C(=NCc3ccccc3)N21	-1.4	1.1	1.6	-8	-5	-1.1	-2	-3	0	-1
COc1cccc(N2CC34C=CC(O3)C(C(=O)O)C4C2=O)c1 (stereo unspecified)	0.8	0.0	0.3	/	30	-0.2	3	-1	1	-7
O=C(O)CN1C2=NCCCN2c2ccccc21	0.8	/	3.0	-5	9	0.1	-15	3	-2	7
Cn1c(=O)[nH]c(=O)c2c1nc(CN1CCN(c3ccccc3F)CC1)n2CCCc1ccccc1	-0.4	-3.0	0.9	-34	-1	-0.9	/	0	3	-5
COc1cc(/C=C2/C(=O)N(C)C(=S)N2C)ccc1OCc1cccc(F)c1	3.2	0.6	-0.1	18	8	0.5	0	5	0	-4
CCS(=O)(=O)c1nc(S(=O)(=O)c2ccc(Cl)cc2)c(NCCOC)s1	0.4	-7.4	2.9	30	11	0.0	0	-4	2	-15
C[n+]1ccccc1C1CCCC/C1=N\Nc1ccc([N+](=O)[O-])cc1[N+](=O)[O-] (stereo unspecified)	0.6	-0.1	2.8	-11	-6	-2.3	-1	-5	1	-6
C[C@@H]1CN([C@@H](C)CO)C(=O)Cc2cc(NC(=O)Nc3cccc4ccccc34)ccc2O[C@@H]1CN(C)S(C)(=O)=O	1.2	-1.6	2.1	8	5	0.3	-5	6	-3	-16
(cont.)
SMILES	AddAB inh	CAL PDZ FP	phage Ecoli inh	PfHsp90 set2	Tat transport	E coli growth	Wnt act	Rtt109 Vps75	DAGLB inh	PvdQ acylase
CCOC(=O)N1CCN(c2c(NC3CCN(Cc4ccccc4)CC3)c(=O)c2=O)CC1	4.0	-1.6	3.8	2	0	-0.1	-1	9	3	-11
O=C(CN1CCOCC1)Nc1ccccc1-c1ccccc1	1.1	-2.1	0.3	-10	4	-0.7	-1	6	-1	-6
COc1cccc(COc2ccc3c(C)c(Cc4ccccc4)c(=O)oc3c2)c1	-1.9	-1.4	2.3	-1	-2	0.3	/	-3	-10	6
Cc1cc(C)cc(NC(=O)Nc2cc(-c3ccccc3)nn2C)c1	-0.5	0.2	3.9	8	-4	1.5	2	-22	-3	-5
CCOCCOC(=O)c1[nH]c2c(c1C)C(=O)CC(c1ccc(N(C)C)cc1)C2 (stereo unspecified)	2.1	1.0	2.6	/	-10	-2.3	-3	-2	2	6
Cc1nccn1Cc1ccccc1	-0.6	-0.9	100*	-13	7	2.2	-2	0	1	-20
COc1ccccc1NC(=O)CCc1c(C)[nH]c(=O)c(C#N)c1C	1.8	-0.4	0.1	-6	1	-1.8	-2	-14	-2	-5
CCCC(c1nnnn1CCc1ccccc1)N1CCC(C(N)=O)CC1 (stereo unspecified)	3.0	-0.5	1.3	/	4	-0.9	-2	2	-2	4
COc1cc(/C=C/C(=O)NC(C)CCc2ccccc2)cc(OC)c1OC (stereo unspecified)	-3.4	-0.6	0.8	-29	6	-1.4	-4	14	2	-4
COc1ccccc1OCCNC(=O)CCS(=O)(=O)c1ccccc1	1.8	0.0	2.6	-8	-2	-0.1	1	-10	0	-5
COC(=O)c1[nH]c2cc(OC)ccc2c1NC(=O)c1ccc2c(c1)OCO2	3.3	-0.7	0.1	/	-1	1.1	/	4	-2	-3
CC(=O)c1ccc(N2CCN(S(=O)(=O)c3cccc(S(=O)(=O)N4CCOCC4)c3)CC2)cc1	0.1	-1.3	3.7	11	10	-1.1	/	-1	3	-7
CCCCNC(=O)c1cc([N+](=O)[O-])[nH]n1	0.1	-0.2	2.4	-3	3	1.5	/	9	1	-13
COc1ccc(/C=N/NC(=O)c2cccc([N+](=O)[O-])c2)cc1OC(=O)c1ccc(C)cc1	3.0	-1.4	1.5	-5	11	-0.9	-1	16	-5	2
